Bioassay records: PubChem BioAssay, several laboratories
TMEM16A act – activates or potentiates the mouse TMEM16A chloride channel; 0.3% of 340,000 active; HEK293 TMEM16A/YFP-H148Q/I152L, iodide quench fluorescence; active compounds read low; Q8BHY3; B-score at 10 µM;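 active = fluorescence-ratio B-score plate-corrected deviation score at least 3 library SD below zero, with starting fluorescence score within 5 deviations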;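 note: channel opened by trigger with iodide after compound preincubation; score built on the fluorescence ratio of max minus min over baseline; more negative score means more quench and so TMEM16A activation or potentiation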
MrgX1 antag – antagonists of human MrgX1 receptor; 1.3% of 310,000 active; Q96LB2; B-score at 10 µM; MRGX1-HEK293 calcium flux, Fluo-4, BAM8-22 antagonism; active compounds read low;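 active = calcium-response B-score plate-corrected more than 3 library SD below zero, starting fluorescence within 5 deviations, no agonist response on first addition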;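 note: peak minus trough fluorescence over baseline after final BAM8-22 challenge near maximal dose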
SKKanGAS inh – inhibitors of SKKanGAS S. pyogenes growth in kanamycin (SK-promoter or general growth effect); BacTiter-Glo, 6 h; inhibition, % at 7.5 µM; 1.3% of 300,000 active;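 active = mean replicate score, as percent of positive control median, at least 50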;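 note: strain carries kanamycin resistance gene driven by streptokinase promoter and grows in 40 µg/ml kanamycin; loss of luminescence reflects streptokinase promoter inhibition or plain growth inhibition; 0% = median of DMSO wells and 100% = positive control at its reference dose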
TRPC6 act – activators of mouse TRPC6 channel; Q61143; B-score at 10 µM; 0.13% of 310,000 active; HEK293-TRPC6 membrane potential dye fluorescence; active compounds read high;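 active = B-score of the integrated fluorescence ratio above library mean plus 3 SD, and starting fluorescence ratio within library mean plus 5 SD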;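 note: higher score means more depolarization so channel activation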
MrgX1 allo act – human MrgX1 positive allosteric modulation, primary screen | MrgX1-HEK293, Fluo-4 calcium flux, FDSS; active compounds read high | B-score at 10 µM | 0.63% of 310,000 active;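 active = plate-corrected calcium response at least 3 library SD above typical, normal starting fluorescence, not activating the receptor alone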;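 note: compound read alongside a low EC10 to EC30 dose of BAM8-22 agonist; peak minus trough fluorescence over baseline measured at the second addition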
MrgX1 ag – activates human MrgX1 receptor signaling; B-score at 10 µM; MrgX1-HEK293 cells, Fluo-4 calcium fluorescence, agonist mode; active compounds read high; Q96LB2; 0.44% of 310,000 active;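 active = calcium response B-score plate-corrected fluorescence ratio at least 3 library SD, with starting fluorescence B-score inside 5 SD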
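Test system: HEK293 cells stably expressing human MrgX1 receptor; Input: fifteen thousand cells per well; Dosing: compound delivered in addition one of three; Schedule: overnight seeding, then 1 h dark dye loading; Technique: Fluo-4 NW calcium fluorescence; Measure: B-scored fluorescence response ratio; Controls: positive and negative controls per plate.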
TRPC4 potent – allosteric potentiators of mouse TRPC4 channel | Q9QUQ5 | B-score at 10 µM | 0.42% of 310,000 active | HEK293 TRPC4beta/mu-opioid, DAMGO EC20, Fluo-4 Ca2+ flux; active compounds read high | AID 2227;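 active = B-score of calcium response area above 5 SD of library B-scores, with initial fluorescence ratio within 5 SD of library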;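 note: B-score of integrated fluorescence ratio over time as area under calcium response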
Target sequence (Q9QUQ5 whole entry, looked up): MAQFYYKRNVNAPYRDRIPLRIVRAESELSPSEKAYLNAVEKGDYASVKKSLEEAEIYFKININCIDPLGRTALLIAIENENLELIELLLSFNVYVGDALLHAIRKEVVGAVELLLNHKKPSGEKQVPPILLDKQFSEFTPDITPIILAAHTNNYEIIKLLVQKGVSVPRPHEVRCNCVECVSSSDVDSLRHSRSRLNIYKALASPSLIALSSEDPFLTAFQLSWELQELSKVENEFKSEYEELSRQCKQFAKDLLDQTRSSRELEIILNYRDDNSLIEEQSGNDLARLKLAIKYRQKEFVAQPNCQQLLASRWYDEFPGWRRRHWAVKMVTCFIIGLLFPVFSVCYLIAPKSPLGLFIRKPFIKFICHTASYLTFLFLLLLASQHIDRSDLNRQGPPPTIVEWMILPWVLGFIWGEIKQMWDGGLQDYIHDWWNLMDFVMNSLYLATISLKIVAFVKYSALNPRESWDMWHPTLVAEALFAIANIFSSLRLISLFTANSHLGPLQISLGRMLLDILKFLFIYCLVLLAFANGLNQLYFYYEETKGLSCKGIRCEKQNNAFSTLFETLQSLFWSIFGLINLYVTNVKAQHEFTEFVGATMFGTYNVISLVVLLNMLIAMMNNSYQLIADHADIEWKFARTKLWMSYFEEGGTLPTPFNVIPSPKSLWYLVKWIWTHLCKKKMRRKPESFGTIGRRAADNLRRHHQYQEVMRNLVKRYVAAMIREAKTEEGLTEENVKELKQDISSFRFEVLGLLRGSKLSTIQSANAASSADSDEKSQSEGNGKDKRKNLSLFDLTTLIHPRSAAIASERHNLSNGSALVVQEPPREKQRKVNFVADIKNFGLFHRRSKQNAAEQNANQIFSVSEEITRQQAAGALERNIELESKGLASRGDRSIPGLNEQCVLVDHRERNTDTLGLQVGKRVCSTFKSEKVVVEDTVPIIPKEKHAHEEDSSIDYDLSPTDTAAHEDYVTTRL
TRPC6 inh – blocks the mouse TRPC6 cation channel. Q61143. HEK293-TRPC6, membrane potential dye, ACh-evoked depolarization; active compounds read low. B-score at 10 µM. 1.1% of 310,000 active. AID 2553;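 active = B-score under library mean minus 3 SD, initial fluorescence not abnormally high, positive integrated signal ratio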;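 note: B-score derived from integrated fluorescence ratio over the kinetic read; more negative B-score means stronger inhibition of depolarization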
TRPC4 act – opens the mouse TRPC4 cation channel; 0.49% of 310,000 active; Q9QUQ5; HEK293 TRPC4beta/mu-opioid, Fluo4 calcium fluorescence; active compounds read high; AID 2237; B-score at 10 µM;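 active = B-score above 5 SD of library B-scores, and initial fluorescence ratio not above library mean plus 5 SD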;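 note: positive B-score marks a calcium rise read as TRPC4 activation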
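Technique: kinetic Fluo4 calcium fluorescence; Test system: TRPC4beta and mu-opioid receptor HEK293 stable cells; Measure: B-scored integrated calcium fluorescence ratio; Benchmarks: low control buffer alone, high control maximal DAMGO; Schedule: 45 min room-temperature Fluo4 loading, 110 s read.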
TRPC4 inh – inhibitors of mouse TRPC4 channel. AID 2247. Q9QUQ5. HEK293 TRPC4beta/mu-opioid, DAMGO-evoked Fluo4 calcium flux; active compounds read low. B-score at 10 µM. 0.39% of 300,000 active;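 active = B-score over 3 SD under the library average, no early fluorescence shift, positive overall ratio signal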
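Signal: kinetic Fluo4 fluorescence imaging of calcium influx. Material: stable TRPC4beta/mu-opioid receptor HEK293 cells. Probe or stimulus: DAMGO in two steps, submaximal then maximal.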
ANO1 block – mouse TMEM16A channel inhibition, primary screen; HEK293 TMEM16A/YFP iodide influx fluorescence, ionomycin; 1.2% of 310,000 active; AID 588511; Q8BHY3; normalized B-score (activity score, 25-100; higher = stronger inhibition) at 10 µM;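 active = ratio plate-corrected score three or more library SD toward inhibition, starting fluorescence score within five deviations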;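 note: score derived from kinetic fluorescence span divided by baseline fluorescence per well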
* hit, by the source's call; i = inactive; / = no result given.

SMILES	TMEM16A act	MrgX1 antag	SKKanGAS inh	TRPC6 act	MrgX1 allo act	MrgX1 ag	TRPC4 potent	TRPC6 inh	TRPC4 act	TRPC4 inh	ANO1 block
O=C(NN=C1CCCCC1)Nc1ccccc1Cl	i	i	1	i	i	i	i	i	i	i	i
N/C(=N\OC(=O)c1cc(-c2ccccc2)nc2ccccc12)c1ccncc1	i	i	-6	i	i	i	i	i	i	i	i
Cc1ccnn1CC(=O)N/N=C/c1ccc([N+](=O)[O-])s1	i	i	-11	i	i	i	i	i	i	i	i
Cc1cccc([N+](=O)[O-])c1NC(=O)COC(=O)C1CC2CCCC(C1)C2=O (configuration not stated)	i	i	16	i	i	i	i	i	i	i	i
Cc1ccc(NC(=O)c2cccs2)cc1[N+](=O)[O-]	i	i	-6	i	i	i	i	i	i	i	i
CC(=O)NCc1ccc(-c2csc(-c3cccs3)n2)cc1	i	i	-7	i	i	i	i	i	i	i	i
O=C(C(Cc1ccccc1)N1C(=O)c2ccccc2C1=O)N1c2ccccc2CCc2ccccc21 (configuration not stated)	i	i	0	i	i	i	i	i	i	i	i
O=C(C1CCN(S(=O)(=O)c2cccc([N+](=O)[O-])c2)CC1)N1CCOCC1	i	i	-2	i	i	i	i	i	i	i	i
S=C(Nc1cccc(Cl)c1)Nc1ccc2c(c1)OCCO2	i	i	-10	i	i	i	i	i	i	i	i
O=C(CCC(=O)OCC(=O)c1cccc([N+](=O)[O-])c1)Nc1ccccc1Cl	i	-7*	1	i	i	i	i	i	i	i	i
COc1ccc(N(CC(=O)NCc2ccc3c(c2)OCO3)S(C)(=O)=O)cc1OC	i	i	-13	i	i	i	i	i	i	i	i
O=C(O)c1ccc(N2C(=O)c3cccc4c(C(=O)O)ccc(c34)C2=O)cc1	i	i	1	i	i	i	i	i	i	i	i

Part of the list above, with each value named:
> O=C(NN=C1CCCCC1)Nc1ccccc1Cl
  TMEM16A act = i
  MrgX1 antag = i
  SKKanGAS inh = 1
  TRPC6 act = i
  MrgX1 allo act = i
  MrgX1 ag = i
  TRPC4 potent = i
  TRPC6 inh = i
  TRPC4 act = i
  TRPC4 inh = i
  ANO1 block = i
> COc1ccc(N(CC(=O)NCc2ccc3c(c2)OCO3)S(C)(=O)=O)cc1OC
  TMEM16A act = i
  MrgX1 antag = i
  SKKanGAS inh = -13
  TRPC6 act = i
  MrgX1 allo act = i
  MrgX1 ag = i
  TRPC4 potent = i
  TRPC6 inh = i
  TRPC4 act = i
  TRPC4 inh = i
  ANO1 block = i

Other records follow.
SMILES	TMEM16A act	MrgX1 antag	SKKanGAS inh	TRPC6 act	MrgX1 allo act	MrgX1 ag	TRPC4 potent	TRPC6 inh	TRPC4 act	TRPC4 inh	ANO1 block
O=C(CN1CCOCC1)N/N=C/c1ccc(-c2ccc(Br)cc2)o1	i	i	-1	i	i	i	i	i	i	i	i
CCCSc1nnc(N)s1	i	i	-4	i	i	i	i	i	i	i	i
COc1ccc(C(=O)c2sc3nc(C)cc(-c4cccs4)c3c2N)cc1	i	/	12	i	/	/	i	i	i	i	/
O=C(CC(=O)c1ccccc1[N+](=O)[O-])c1ccccc1	/	i	-5	i	i	i	i	i	i	i	i
Cc1cc(C(=O)CSc2nc3ccccc3c(=O)[nH]2)c(C)n1C	i	i	4	i	i	i	i	i	i	i	i
Cc1cccc(C)c1NC(=O)COC(=O)c1cccnc1	i	i	-4	i	i	i	i	i	i	i	i
COc1ccc(CCc2nnc(CCC(=O)NCc3cnc4ccccn34)o2)cc1	i	i	1	i	i	i	i	i	i	i	i
CCN(CC)S(=O)(=O)c1cc(NC(=O)CSc2nnc(-c3cccs3)o2)ccc1C	i	i	-7	i	i	i	i	i	i	i	i
CCOC(=O)c1c(S(=O)(=O)N2CCCC(C(=O)Nc3ncccc3C)C2)c(C)n(C)c1C (configuration not stated)	i	i	1	i	i	i	i	i	i	i	i
COc1cc(/C=N/n2cnnc2)ccc1OCC(=O)N1CCOCC1	i	i	-1	i	i	i	i	-7.2*	i	i	i
CCCc1noc2c1C(c1cc(Br)ccc1F)C(C#N)=C(N)N2 (configuration not stated)	i	i	-7	i	i	i	i	i	i	i	i
CCN(CC)Cc1c(C(=O)N/N=C/c2ccccn2)nnn1-c1nonc1N	i	i	-8	i	i	i	i	i	i	i	i
Cc1cccc(N2C(=O)C(CC(=O)Nc3cccc(F)c3)N(CCc3ccncc3)C2=O)c1 (configuration not stated)	i	i	-9	i	i	i	i	i	i	i	i
CCOC(=O)c1c(C)nc2sccn12	i	i	3	i	i	i	i	i	i	i	i
O=C(COC(=O)c1cc(S(=O)(=O)N2CCc3ccccc3C2)ccc1Cl)NCc1ccco1	i	i	-3	i	i	i	i	i	i	i	i
Cc1ccc(NS(=O)(=O)c2ccc(C(=O)N3CCN(S(=O)(=O)c4ccccc4)CC3)cc2)cc1	i	i	5	i	i	i	i	i	i	i	i
COc1ccc(NC(=O)c2cccs2)cc1NC(=O)c1ccco1	i	i	0	i	i	i	i	i	i	i	i
Cc1cc(C(F)(F)F)nn1CC(=O)NCC1CCCO1 (configuration not stated)	i	i	-2	i	i	i	i	i	i	i	i
Cn1c(=O)c2c(nc(SCc3cccnc3)n2Cc2ccc(F)cc2)n(C)c1=O	i	i	-4	i	i	i	i	i	i	-5*	i
CN1CCN(NC(=O)C23CC4CC(CC(C4)C2)C3)CC1	i	i	5	i	i	i	i	i	i	i	i
CCN1c2ccccc2N(C)C1(C)c1ccccc1 (configuration not stated)	i	i	/	i	i	i	i	i	i	i	i
Cn1c(NCc2c[nH]c3ccccc23)nc2ccccc21	i	i	4	i	i	i	i	-6.7*	i	-5*	i
CCN(CC(=O)Nc1ccc2c(c1)OCCO2)C(=O)CC1CCCC1	i	i	-3	i	i	i	i	i	i	i	i
Cc1cc(OC(C)C(=O)Nc2ccncc2)ccc1Cl (configuration not stated)	i	i	-4	i	i	i	i	i	i	i	i
CC1CCCC(C)N1C(=O)CSc1nc2ccccc2s1 (configuration not stated)	i	i	3	i	i	i	i	i	i	i	i
O=c1oc2ccccc2c(Nc2cccc3ccccc23)c1[N+](=O)[O-]	i	i	18	i	i	i	i	i	i	i	i
CCN1C(=O)[C@H]2[C@@H](c3ccc(SC4CCCCC4)cc3)N3CCCC[C@@]3(C(=O)OC)[C@H]2C1=O	i	i	15	i	i	i	i	i	i	i	i
O=C(c1c[nH]c(C(=O)C(Cl)(Cl)Cl)c1)c1ccccc1Br	i	i	4	i	i	i	i	i	i	i	i
CCN1C(N(C)C)=NC[C@@H]1Cc1ccccc1	i	i	/	/	i	i	/	/	/	/	i
Cc1ccc(NC(=O)CCn2cnc3ccccc3c2=O)c(C)c1	i	i	-4	i	i	i	i	i	i	i	i
Cc1cnc(C(=O)OCc2ccc(Br)cc2F)cn1	i	i	-7	i	i	i	i	i	i	i	i
COc1cc(NC(=O)C2Cc3ccccc3CN2S(C)(=O)=O)cc(OC)c1 (configuration not stated)	i	i	-12	i	i	i	i	i	i	i	i
Cc1ccc(C(=O)NC(=S)Nc2ccc3[nH]c(=O)[nH]c3c2)c(C)c1	i	i	2	i	i	i	i	i	i	i	i
CSCCC(N=C(NS(=O)(=O)c1ccc(Br)cc1)c1ccccc1)C(=O)O (configuration not stated)	i	i	8	i	i	i	i	i	i	i	i
CCCCOC(=O)CSCC(=O)N1N=C(c2cccs2)CC1c1ccc(F)cc1 (configuration not stated)	i	i	9	i	i	i	i	i	i	i	i
CCOC(=O)N1CCN(c2c(F)cc3[nH]c(=S)[nH]c3c2Br)CC1	i	i	7	i	i	i	i	i	i	i	i
O=c1c([N+](=O)[O-])c(NC2CCCCC2)c2ccccc2n1-c1ccccc1	i	i	10	i	i	i	i	i	i	i	i
COc1cccc(CC2(CO)CCCN(Cc3sc(N4CCCC4)nc3Cl)C2)c1 (configuration not stated)	i	i	-4	i	i	i	i	i	i	i	i
CNS(=O)(=O)c1ccc(Cl)nc1	i	i	-2	i	i	i	i	i	i	i	i
COc1ccccc1N1CCN(C(=O)c2cc3ccccc3[nH]2)CC1	i	i	4	i	i	i	i	i	i	i	i
CCC1CCCCN1C(=S)NC(=O)c1cccs1 (configuration not stated)	i	/	21	i	/	/	i	i	i	i	/
CC(=O)Nc1ccc(OCc2ccc3c(c2)OCO3)cc1	i	i	3	i	i	i	i	i	i	i	i
CC(C)OCCCNC(=O)c1c(N)n(/N=C/c2ccccn2)c2nc3ccccc3nc12	i	i	29	i	i	i	i	i	i	i	i
CC1Cc2nc(SCC(=O)Nc3ccc4c(c3)OCCO4)n(C)c(=O)c2S1 (configuration not stated)	i	i	-3	i	i	i	i	i	i	i	i
Cc1ccc(NC(=O)Nc2ccc(F)c(Cl)c2)cc1	i	-6.8*	-1	i	i	i	i	i	i	i	i
CC(=O)Nc1ccc(S(=O)(=O)Nc2ccc(S(=O)(=O)N3CCCCCC3)cc2)cc1	i	i	-7	i	i	i	i	i	i	i	i
CCO[C@@H]1OC(C(=O)N2CCOCC2)=C[C@H](C(C)(C)C)[C@H]1CCCO	i	i	-4	i	i	i	i	i	i	i	i
O=C(CCC(=O)Nc1ccccc1Cl)NNC(=S)Nc1ccccc1C(F)(F)F	i	i	-3	i	i	i	i	i	i	i	i
O=C(Cc1ccccc1)NNC(=O)C1CC=CCC1 (configuration not stated)	i	i	1	i	i	i	i	i	i	i	i
NC(=S)NNC(=O)[C@@H]1CCCC[C@@H]1C(=O)O	i	i	2	i	i	i	i	i	i	i	i
CC(C)=CCC/C(C)=C/C=N/NC(=O)c1ccccc1[N+](=O)[O-]	i	i	0	i	i	i	i	i	i	i	i
CCC(C)(C)n1nnnc1C(c1cccc(C#N)c1)N1CCN(c2cccc(C)c2C)CC1 (configuration not stated)	i	i	3	i	i	i	i	i	i	i	i
COC(=O)c1cc(=O)n(Cc2ccc3c(c2)OCO3)c(=Nc2ccc(F)cc2)s1	i	i	-5	i	i	i	i	i	i	i	i
Nn1c(COc2ccccc2)nc2ccccc2c1=O	i	i	0	i	i	i	i	i	i	i	i
CC1(C)SC2c3ccccc3C(=O)N2[C@@H]1C(=O)NCCCN1CCOCC1 (some centres not stated)	i	i	-3	i	i	i	i	-5.1*	i	i	i

The order is random. About 6.7% of those tested had a hit in this group.
